# Xi reactivation: reactivates the inactive X chromosome in mouse fibroblasts | XiGFP mouse fibroblasts, % GFP-positive cells imaging, 3 d; cells co-treated with 5-aza-dC sensitizer; scaled so ellipticine positive control = 100% | activation, % at 7.58 µM | 360,000 compounds, 0.055% hits | AID 743238;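 active means mean normalized replicate activation at least 10% and every replicate at or above 10%; inconclusive means only one of the two criteria met; inactive means mean below 10% and not all replicates reach 10%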;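 further: 0% = median of on-plate neutral control wells and 100% = ellipticine 6 µM median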
#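 Schedule: 3 d treatment, 15 min room-temperature fixation; system: 68-5-11 XiGFP fibroblast line; buffer or medium: DMEM plus 5-aza-dC sensitizer; control set: ellipticine 6 µM positive control; compound: one concentration, pinned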
# CFTR F508del cor: correctors of CFTR F508del function in bronchial epithelial cells; 350,000 compounds, 0.36% hits; AID 720511; CFBE cells, YFP halide quenching; stimulated with forskolin plus potentiator P3; % fluorescence drop versus neutral controls; activity (quench increase), % at 7.58 µM;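 active means mean added fluorescence quench of at least 8% versus neutral control, with both replicates also reaching 8%; inconclusive means only one of the mean or replicate conditions met; inactive means mean below 8% and not both replicates reaching 8%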;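 further: cells transiently co-express mutant CFTR-F508del with the halide-sensitive YFP; corrector assay measuring rescue of mutant channel to the surface after 24 h compound exposure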
# RAD54 branch: inhibitors of human RAD54 branch migration | Q92698 | RAD54 Holliday junction branch migration, FAM/BHQ fluorescence | inhibition, % at 10.4 µM | 360,000 compounds, 0.14% hits | AID 602329;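 active means mean normalized replicate activity at least 40 and at least half of replicates scoring 40 or more; inconclusive means only one of the two criteria met; inactive means mean below 40 and under half of replicates reaching 40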;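 further: 0% = median of neutral control wells and 100% = median of positive control wells; inhibitors cause a drop in the FAM fluorescence signal; in these data hits start at about 50%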
# DENV2 CPE: DENV2-induced cell death inhibition; DENV2-infected cells, cytopathic effect rescue, plate reader; CPE inhibition, % at 9.99 µM; 350,000 compounds, 1.7% hits; AID 651640; in the data active means CPE inhibition above about 20%, passing the limit was not always enough; inconclusive means no clear call, values can overlap the other calls; tested in BHK-21 cells;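 further: 0% = median of neutral control wells and 100% = median of positive control wells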
# GSIS activator: GLuc luminescence reporter in INS-1E cells, primary screen for activators of glucose-dependent secretion of insulin; INS-1E GLuc reporter insulin secretion, 2-3 h; 370,000 compounds, 0.61% hits; activation, % at 16.6 µM;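 active means lowest replicate activation of at least 40%, so every replicate reaches that level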;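 further: 0% = median of neutral control wells and 100% = median of IBMX positive control wells; some compounds called inactive have numbers as strong as hits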
# CASP6 VEID inh: inhibitors of human caspase-6 | P55212 | purified caspase-6, Z-VEID-R110 cleavage fluorescence | inhibition, % at 12.5 µM | 350,000 compounds, 0.53% hits | AID 686996;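 active means mean inhibition across replicates at least about 35%, with every replicate also reaching that limit, limit read from the data; inconclusive means only one of the two criteria met; inactive means neither criterion met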;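 further: 0% = median of neutral control wells and 100% = no fluorescence left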
# Target sequence (P55212 24-179 limits assumed): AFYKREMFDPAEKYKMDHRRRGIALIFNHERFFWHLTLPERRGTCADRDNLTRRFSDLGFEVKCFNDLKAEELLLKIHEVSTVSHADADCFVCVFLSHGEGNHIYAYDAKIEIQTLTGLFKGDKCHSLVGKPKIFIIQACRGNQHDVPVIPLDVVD
# Target sequence (P55212 194-293 limits assumed): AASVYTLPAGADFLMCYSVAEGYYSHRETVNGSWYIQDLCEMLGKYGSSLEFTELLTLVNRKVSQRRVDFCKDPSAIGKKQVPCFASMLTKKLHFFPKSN
# RAD52 inh: RAD52 (human) annealing inhibition; inhibition, % at 18.7 µM; P43351; AID 651710; 360,000 compounds, 0.46% hits; recombinant RAD52 DNA annealing, FRET fluorescence;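 active means every replicate showing at least 50% inhibition; inconclusive means mean inhibition at least 50% but not in every replicate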
# Target sequence (P43351 whole entry, looked up): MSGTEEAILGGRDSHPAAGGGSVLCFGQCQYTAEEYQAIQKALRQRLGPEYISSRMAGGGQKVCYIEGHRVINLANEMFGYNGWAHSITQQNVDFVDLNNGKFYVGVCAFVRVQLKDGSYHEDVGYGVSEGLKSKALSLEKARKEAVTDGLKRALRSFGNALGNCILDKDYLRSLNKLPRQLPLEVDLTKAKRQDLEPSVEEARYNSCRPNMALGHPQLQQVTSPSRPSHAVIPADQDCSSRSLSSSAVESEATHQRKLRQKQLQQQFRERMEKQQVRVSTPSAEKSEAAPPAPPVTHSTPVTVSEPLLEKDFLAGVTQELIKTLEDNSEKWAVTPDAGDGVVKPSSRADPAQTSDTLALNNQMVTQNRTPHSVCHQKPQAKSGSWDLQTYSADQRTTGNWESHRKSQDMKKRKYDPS
# E-selectin induc: E-selectin induction on HUVECs; 260,000 compounds, 0.37% hits; P16581; AID 686992; activation, % at 7.58 µM; HUVEC E-selectin immunofluorescence imaging; normalized: neutral wells 0, TNF-alpha wells 100;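 active means mean E-selectin-positive cell signal at least 10% of the positive control, reached in at least 60% of replicates, without over 20% cell loss; inconclusive means no rule given, readout overlaps actives, possibly toxicity-flagged; inactive means the rest, including those meeting only one limit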;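 further: in these data hits start at about 27%; measured in HUVEC primary endothelial cells; signal is the percent of cells scored E-selectin positive by PE staining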
#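 System: HUVEC, human umbilical vein endothelial cells; quantity: 3,000 cells/well; buffer or medium: EGM-2 medium, gelatin-coated wells; dosing: single-point compound dose; detection: immunofluorescence imaging; evaluation: % PE-positive cells; benchmarks: TNF-alpha, DMSO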
# Numbers without * were called inactive; u = inconclusive; x = not tested or not shown; & = joins results of further samples.
# Letters – A = Xi reactivation; B = CFTR F508del cor; C = RAD54 branch; D = DENV2 CPE; E = GSIS activator; F = CASP6 VEID inh; G = RAD52 inh; H = E-selectin induc
1. CC(=O)c1ccc(N2CCN(CC(=O)N(C3CC3)C3CCS(=O)(=O)C3)CC2)c(F)c1 (configuration not stated)
  A = 0.3 | B = 0.5 | C = -1 | D = 8 | E = -3 | F = -3 | G = -6 | H = 0.8

2. CN1C(=O)c2ccccc2Sc2ccc(C(=O)O)cc21
  A = 0.0 | B = 0.5 | C = -5 | D = 7 | E = -8 | F = -2 | G = -6 | H = 0.4

3. CCC(=O)c1ccc(OCC(=O)OCC(=O)NCCCc2ccccc2)cc1
  A = 0.0 | B = 1.6 | C = 0 | D = 3 | E = 24 | F = 4 | G = -11 | H = 0.1

4. O=C(O)/C=C/C(=O)N1CCc2ccccc21
  A = -0.7 | B = -0.9 | C = x | D = 7 | E = 2 | F = 3 | G = -19 | H = 5.0

5. O=C(NCc1cccnc1)c1cc(C2CCCCN2C(=O)c2ccc(Cl)cc2)on1 (configuration not stated)
  A = -0.1 | B = 0.4 | C = 2 | D = 0 | E = x | F = 5 | G = 14 | H = 1.0

6. O=C(Nc1ccccc1Oc1ccccc1)[C@@H]1O[C@H](CO)[C@H](O)[C@H](O)[C@H]1O
  A = 0.0 | B = 0.5 | C = 5 | D = 3 | E = 4 | F = 4 | G = -7 | H = 0.0

7. CCCN1[C@@H]2c3cccc(=O)n3C[C@H]1[C@H](CO)[C@H]2C(=O)Nc1ccccc1
  A = 0.0 | B = -0.3 | C = 4 | D = -1 | E = 11 | F = -3 | G = -11 | H = 0.0

8. Cn1c(CCN2CCCC2)nc2cc(NS(=O)(=O)c3ccccc3)ccc21
  A = 0.0 | B = -1.1 | C = -2 | D = 10 | E = 0 | F = -10 | G = -74 | H = x

9. COCC(C)NC(=O)C1c2ccccc2Oc2ccccc21 (configuration not stated)
  A = 0.1 | B = -0.7 | C = 0 | D = -2 | E = 8 | F = 0 | G = -7 | H = 0.0

10. Cc1nc(NN)c2c3c(sc2n1)COC(C)(C)C3
  A = 0.0 | B = -2.7 | C = 0 | D = 6 | E = 2 | F = -3 | G = -10 | H = 1.8

11. O=C(CNC(=O)OCc1ccccc1)NCC(=O)Oc1ccc([N+](=O)[O-])cc1
  A = 0.1 | B = -0.3 | C = x | D = -2 | E = 1 | F = -1 | G = -5 | H = 0.8

12. O=C(O)c1ccc(N/N=C/c2ccc(OC(=O)c3ccccc3Cl)cc2)cc1
  A = 0.1 | B = -1.4 | C = x | D = x | E = -3 | F = x | G = x | H = -0.5

13. C[C@@H]1CN([C@H](C)CO)C(=O)c2cc(NS(C)(=O)=O)ccc2O[C@H]1CN(C)Cc1ccc(C(=O)O)cc1
  A = -0.1 | B = -0.1 | C = -5 | D = -1 | E = 10 | F = -4 | G = -7 | H = -9.1

14. CC(=O)N1[C@H](CO)[C@H]2c3ccccc3N(S(=O)(=O)c3cccc(C)c3)C[C@H]21
  A = 0.2 | B = -1.5 | C = -3 | D = -8 | E = -8 | F = 0 | G = -4 | H = 0.9

15. O=[N+]([O-])c1ccccc1S(=O)(=O)Nc1nc2ccccc2s1
  A = 0.0 | B = 1.7 | C = -5 | D = 2 | E = 63 | F = 44* | G = -11 | H = -0.1

16. O=C(c1ccc(SCc2cccc(Br)c2)c([N+](=O)[O-])c1)N1CCN(c2ccccn2)CC1
  A = 0.0 | B = -3.3 | C = x | D = 7 | E = -34 | F = -1 | G = -8 | H = 0.3

17. O=C(C[C@@H]1C[C@@H]2c3cc(NC(=O)NC4CCCC4)ccc3O[C@@H]2[C@@H](CO)O1)NCCc1ccccc1
  A = 0.3 | B = -1.0 | C = 5 | D = -5 | E = 1 | F = 1 | G = 12 | H = 0.3

18. CCCC(=O)Nc1ccc2c(c1)C(=O)N(C)C[C@H](OC)[C@H](C)CN(C(=O)CC)[C@@H](C)CO2
  A = 0.5 | B = -1.7 | C = x | D = x | E = -2 | F = x | G = x | H = -0.3

19. O=C(Nc1ccc2[nH]ncc2c1)c1cccc(F)c1
  A = 0.0 | B = 2.8 | C = -2 | D = 2 | E = 5 | F = 0 | G = 8 | H = x

20. COc1ccc(C2/C(=C(/O)c3ccccc3)C(=O)C(=O)N2CCCN2CCOCC2)cc1 (configuration not stated)
  A = 0.0 | B = -2.5 | C = -6 | D = 13 | E = x | F = 3 | G = -6 | H = x

21. COc1ccc(-c2ccc([C@H]3[C@@H](CO)N(C(=O)CN(C)C)[C@H]3C#N)cc2)cc1
  A = 0.2 | B = -1.3 | C = 0 | D = u | E = -1 | F = -11 | G = -8 | H = -0.8

22. CC(=O)N[C@@H]1C=C[C@@H](CC(=O)NCc2ccc(Cl)cc2)O[C@@H]1CO
  A = -0.3&-0.1 | B = 1.7&3.9 | C = -7 | D = -7&3 | E = 16&-6 | F = 1&0 | G = -3&-12 | H = -0.2&0.0

23. CC1CN(C(=O)COC(=O)Cc2c(F)cccc2Cl)CC(C)O1 (configuration not stated)
  A = -0.1 | B = 1.3 | C = -1 | D = -10 | E = 18 | F = -1 | G = -7 | H = x

24. Cc1ccc(S(=O)(=O)N2CCC(C(=O)N3CCN(c4ccccn4)CC3)CC2)cc1C
  A = 0.0 | B = 1.3 | C = 3 | D = 2 | E = -37 | F = -1 | G = -3 | H = x

25. Cn1cccc1/C=C1\SC(=S)N(NC(=O)c2cccc(Cl)c2)C1=O
  A = 0.1 | B = x | C = x | D = -8 | E = -13 | F = -1 | G = -19 | H = x

26. O=C(NC(=S)Nc1ccccn1)c1ccccc1
  A = 0.3 | B = -2.0 | C = -2 | D = -7 | E = 23 | F = 1 | G = -6 | H = 1.9

27. C[C@@H]1CCCCO[C@@H](CN(C)C(=O)NC2CCCCC2)[C@@H](C)CN([C@@H](C)CO)C(=O)c2cc(NC(=O)Nc3cccc4ccccc34)ccc2O1
  A = 0.0 | B = 1.8 | C = -3 | D = -3 | E = 20 | F = 1 | G = -10 | H = 0.1

28. COc1ccc(C2NC(=O)N(C)C3=C2C(=O)CC(C)(C)C3)cc1OC (configuration not stated)
  A = 0.0 | B = 1.1 | C = x | D = -6 | E = -3 | F = 0 | G = -11 | H = x

29. CO[C@H]1CN(C)C(=O)c2cc(NC(C)=O)ccc2OC[C@@H](C)N(C(=O)CN(C)C)C[C@@H]1C
  A = 0.0 | B = x | C = -3 | D = 15 | E = -2 | F = -1 | G = -4 | H = 0.0

30. C/C=C/C=C/C(=O)N1CC2(CC(c3cccc(NC(=O)/C=C/C)c3)=NO2)C[C@@H]1C(N)=O (some centres not stated)
  A = -0.7 | B = -1.0 | C = 1 | D = 29* | E = -4 | F = 3 | G = -26 | H = 0.1

31. O=C(Cc1ccccc1F)NCC(c1ccco1)N1CCCCC1 (configuration not stated)
  A = 0.0 | B = 2.1 | C = x | D = -6 | E = 7 | F = 0 | G = -16 | H = 5.5

32. O=C(C1CCC1)N1CC(=O)N2[C@H](CO)[C@H](c3ccc(-c4ccccc4F)cc3)[C@H]2C1
  A = 0.0 | B = 3.6 | C = x | D = 8 | E = -3 | F = 2 | G = -10 | H = 0.0

33. Cc1ccc(S(C)(=O)=N/C=C2\C(=O)c3sccc3N(C)S2(=O)=O)cc1 (configuration not stated)
  A = 0.0 | B = 3.7 | C = x | D = 7 | E = 4 | F = 2 | G = -18 | H = x

34. C=CC[C@H](CC(=O)N(CCO)Cc1ccccc1)C(=O)NCCOC(=O)[C@H](CC=C)CC(=O)OC(C)(C)C
  A = 0.0 | B = -1.4 | C = -9 | D = 0 | E = -32 | F = 1 | G = 2 | H = 6.1

35. CN(C)c1ccc2c(c1)[C@@H]1C[C@@H](CC(=O)NCc3ccccn3)O[C@@H](CO)[C@@H]1O2
  A = 0.0 | B = -5.2 | C = -6 | D = x | E = -16 | F = 40* | G = -64 | H = -0.2

36. CN(C)C(=O)c1cccc(-c2ccc(C3[C@@H]4CN(S(=O)(=O)c5cccc(Cl)c5)C[C@H]3N4)cc2)c1 (some centres not stated)
  A = 0.1 | B = 1.2 | C = x | D = -2 | E = -12 | F = x | G = x | H = 0.0

37. Cc1c(Cl)cccc1NS(=O)(=O)c1cccc2nsnc12
  A = 0.1 | B = 0.5 | C = -2 | D = -4 | E = -31 | F = 0 | G = 1 | H = -0.2

38. Cc1noc(C)c1S(=O)(=O)N(C)C[C@H]1OCCCC[C@@H](C)Oc2ccc(NC(=O)NC3CCCCC3)cc2C(=O)N([C@@H](C)CO)C[C@@H]1C
  A = 0.0 | B = 1.1 | C = -12 | D = 13 | E = -14 | F = -3 | G = -4 | H = -0.1

39. COc1ccc(-c2ccc3oc(-c4ccc(OC)cc4)c(C#CCO)c3c2)cc1
  A = 0.0 | B = 9.3* | C = 16 | D = 11 | E = -4 | F = 0 | G = -21 | H = 0.6

40. CCN(c1cccc(C)c1)S(=O)(=O)c1ccc2c(c1)N(C(C)=O)CCS2
  A = -0.1 | B = -0.9 | C = 14 | D = 0 | E = -26 | F = 4 | G = 0 | H = -0.1

41. Cc1cccc(NC(=O)c2ccc(C)c(S(=O)(=O)N3CCCCC3)c2)n1
  A = 0.0 | B = 0.1 | C = x | D = -9 | E = 3 | F = 5 | G = 0 | H = -0.1

42. O=C(CN1C(=O)NC2(CCCCCCC2)C1=O)Nc1cccc(Br)c1
  A = 0.0 | B = 6.0 | C = 7 | D = 1 | E = -42 | F = 1 | G = -7 | H = x

43. COc1ccc(NC(=O)N2CCCCN3[C@@H](CO)[C@H](c4ccc(C#Cc5ccccc5)cc4)[C@@H]3C2)cc1
  A = x | B = 2.5 | C = -7 | D = -4 | E = x | F = 0 | G = 69* | H = x

44. CCCN(C(=O)CSCc1c(C)noc1C)c1c(N)n(Cc2ccccc2)c(=O)[nH]c1=O
  A = 0.0 | B = -0.8 | C = 4 | D = 11 | E = 10 | F = 10 | G = 1 | H = -0.2

# Profiles as entered above:
# Shown for O=C(C[C@@H]1C[C@@H]2c3cc(NC(=O)NC4CCCC4)ccc3O[C@@H]2[C@@H](CO)O1)NCCc1ccccc1 : Xi reactivation = 0.3; CFTR F508del cor = -1.0; RAD54 branch = 5; DENV2 CPE = -5; GSIS activator = 1; CASP6 VEID inh = 1; RAD52 inh = 12; E-selectin induc = 0.3
# Shown for COc1ccc(-c2ccc([C@H]3[C@@H](CO)N(C(=O)CN(C)C)[C@H]3C#N)cc2)cc1 : Xi reactivation = 0.2; CFTR F508del cor = -1.3; RAD54 branch = 0; DENV2 CPE = u; GSIS activator = -1; CASP6 VEID inh = -11; RAD52 inh = -8; E-selectin induc = -0.8
# Shown for O=C(CNC(=O)OCc1ccccc1)NCC(=O)Oc1ccc([N+](=O)[O-])cc1 : Xi reactivation = 0.1; CFTR F508del cor = -0.3; RAD54 branch = x; DENV2 CPE = -2; GSIS activator = 1; CASP6 VEID inh = -1; RAD52 inh = -5; E-selectin induc = 0.8
